# MCF10A rereplic – DNA re-replication induction in MCF 10a cells. MCF 10A DNA re-replication, Hoechst nuclear intensity, 48 h. Potency, µM (titrated, usually from 46.1 µM), for the others: at the highest dose activity, positive = re-replication, usual class: activators. 350,000 tested, 2.9% active. AID 624296; note: potency is the fitted concentration of half-maximal effect; % of control where 0% means no effect; nearly all actives have a fitted effect of over 50% in size
# DRD3 agonist – agonists of human D3 dopamine receptor. 410,000 tested, 0.58% active. max activation, %. P35462. AID 652048. D3R DiscoveRx beta-arrestin cells, luminescence, 90 min; in the data active = max activation above about 30%; note: 0% is about no effect; mostly tested at two doses, the higher about 12 µM
# Target sequence (P35462 whole entry, looked up): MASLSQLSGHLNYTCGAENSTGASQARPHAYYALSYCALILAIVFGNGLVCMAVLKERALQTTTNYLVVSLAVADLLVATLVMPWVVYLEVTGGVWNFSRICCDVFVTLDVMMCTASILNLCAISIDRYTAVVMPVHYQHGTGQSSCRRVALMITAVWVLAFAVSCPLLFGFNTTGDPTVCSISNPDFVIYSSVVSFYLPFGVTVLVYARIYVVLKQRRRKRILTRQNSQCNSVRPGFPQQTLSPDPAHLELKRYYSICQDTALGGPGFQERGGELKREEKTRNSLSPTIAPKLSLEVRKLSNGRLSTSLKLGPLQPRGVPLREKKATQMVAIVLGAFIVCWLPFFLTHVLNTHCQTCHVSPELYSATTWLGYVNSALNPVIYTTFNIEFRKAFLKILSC
#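 Cells at 1500/well, incubated overnight, then treated with pinned compounds (dopamine as control) for 90 min at 37 degrees C. DiscoveRx reagent added for 30 - 60 minutes at room temperature; luminescence read.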
# KB-V1 cytotox – KB-V1 MDR subline cytotoxicity; AID 1347076; Potency, µM (titrated, usually from 46.1 µM), for the others: at the top dose activity change, negative = cytotoxicity, usual class: cytotoxic; 400,000 tested, 3.4% active; KB-V1 MDR cells viability, CellTiter-Glo, 72 h; note: potency is the fitted concentration of half-maximal effect; % is set by controls: 0 for no effect and ±100 for the full control effect; nearly all actives have a fitted effect of over 60% in size
#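 Luminescent ATP read-out (CellTiter-Glo, 10 min) measures survival of drug-selected KB-V1 MDR cells after 72 h, 37 degrees C compound exposure. Medium: phenol-red-free DMEM, 10% FBS. Values from fitted concentration-response curves.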
# SW480 rereplic – induces DNA re-replication in SW480 colon adenocarcinoma cells. Potency, µM (highest dose often 46.1 µM), for inactives: at the top dose re-replication activation, most hits filed as activators. AID 624297. SW480 DNA re-replication, Hoechst DNA content imaging, 48 h. 340,000 tested, 1.8% active; note: potency is the fitted concentration of half-maximal effect; % of control where 0% means no effect; nearly all actives have a fitted effect of over 55% in size
#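 Treated cells incubate 48 hr (37 C, 5% CO2), are stained 40 min with Hoechst, and nuclear fluorescence is enumerated; a rise in nuclei with high DNA signal marks re-replication.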
# KB-3-1 cytotox – KB-3-1 parental cell cytotoxicity. 400,000 tested, 1.4% active. Potency, µM (doses to about 46.1 µM), inactives show top-dose activity change, negative = cytotoxic, hits mostly cytotoxic. AID 1347075. KB-3-1 viability, CellTiter-Glo ATP luminescence, 72 h; note: potency is the fitted concentration of half-maximal effect; % is set by controls: 0 for no effect and ±100 for the full control effect; nearly all actives have a fitted effect of over 60% in size
#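 Cytotoxicity measured as CellTiter-Glo luminescence after 72 h at 37 C. Compound titrations were pinned onto drug-naive KB-3-1 parental adenocarcinoma cells grown in DMEM with 10% FBS, and normalized data fitted to concentration-response curves.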
# IL1B secr inh – blocks inflammasome-driven IL-1 beta release. AID 743279. 360,000 tested, 4.7% active. THP-1 LPS/ATP IL-1B secretion, AlphaLISA, 16 h; stronger effect = lower value. activity change, % at 57.5 µM; in the data active = activity change below about -50%; inconclusive = mostly about -30% to -49%; note: % is set by controls: 0 for no effect and ±100 for the full control effect
#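 THP-1 cells pretreated 1 hr with compounds (up to 57.5 uM final), then stimulated with LPS (250 ng/mL final) plus ATP (1.25 mM final); secreted IL-1B measured by AlphaLISA after 16 hr, decreased signal indicating inhibition.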
# HT1080-NT tox – kills 2HG-producing HT-1080-NT fibrosarcoma cells; HT-1080-NT fibrosarcoma viability, CellTiter-Glo ATP luminescence, 48 h; Potency, µM (top dose mostly 46.1 µM), without a hit: at the top dose activity, negative = less viability, actives largely listed as cytotoxic; 360,000 tested, 1.6% active; AID 686970;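 note: NT is the 2HG producing partner of a matched IDH1 knockdown line; potency is the fitted concentration of half-maximal effect; 0% = DMSO-treated cells and -100% = media-only wells without cells; nearly all actives have a fitted effect of over 55% in size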
#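 Read-out is CellTiter-Glo luminescence after 10 minutes at room temperature, following 48 hours' compound treatment of HT-1080-NT cells (750 cells/well, RPMI, 5% FBS, 37 degrees C).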
# HT1080 IDH1KD tx – HT-1080 IDH1 knockdown cell toxicity (counter line) | HT-1080 IDH1 knockdown viability, ATP luminescence, 48 h | Potency, µM (highest dose often 46.1 µM), for inactives: at the top dose activity, negative = toxicity, usual class: cytotoxic | 360,000 tested, 2% active;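 note: potency is the fitted concentration of half-maximal effect; 0% = DMSO wells and -100% = cell-free medium wells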
#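 CellTiter-Glo luminescence after 48 h compound exposure at 37 degrees C of IDH1-knockdown HT-1080 cells in 5% FBS RPMI. %Activity scaled between DMSO wells and cell-free media wells, with curves fitted and assigned curve classes.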
# HEK293 tox – cytotoxicity counter-screen for GLP-1 receptor inverse agonists | HEK293 cAMP-luciferase reporter cells, luminescence, 24 h | AID 624418 | 410,000 tested, 0.13% active | Potency, µM (highest dose often 38.3 µM), for the others: at the top dose activity change, negative = inhibition, hits mostly inhibitors;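 note: loss of luciferase light is scored as toxicity; potency is the fitted concentration of half-maximal effect; % is set by controls: 0 for no effect and ±100 for the full control effect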
#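 Compound-treated cells are incubated 24 hr at 37 deg C under 5% CO2 after a 12 hour attachment period, then luciferase detection reagent is added and luminescence is measured following 12 min at room temperature; lowered signal indicates toxicity.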
# Active calls of the source: *; i = inactive; ? = inconclusive; . = not tested or not shown; [ ] = remark or other dose. Unless noted, calls come from the whole dose curve; as a rule, active = well fitted curve in the direction sought with a large enough effect; inconclusive = small, poorly fitted or top-dose-only effect, or another doubt; inactive = no such curve, though single readings can be large; an effect the other way counts as inactive or inconclusive.
SMILES,MCF10A rereplic,DRD3 agonist,KB-V1 cytotox,SW480 rereplic,KB-3-1 cytotox,IL1B secr inh,HT1080-NT tox,HT1080 IDH1KD tx,HEK293 tox
O=c1[nH]c2ccc(NCc3ccc(OCc4ccccc4Cl)cc3)cc2[nH]1,8.6%,3.7,2.2%,-14.2%,1.6%,-8.7,1.0%,1.1%,6.6%
COc1ccc(CC(=O)Nc2ccccc2C(F)(F)F)cc1S(=O)(=O)N1CCOCC1,.,-9.4,3.5%,.,-4.3%,0.3,-7.0%,-2.5%,-5.2%
COC1CCN(Cc2c(C(=O)N3CCN(C4CCCCC4)CC3)nc3ccccn23)CC1,-2.9%,-5.0,12.4%,-0.3%,-12.0%,15.6,3.7%,1.6%,3.1%
O=C(CN1CCC(C(=O)c2ccc3c(c2)OCCO3)CC1)NC1CCCC1,0.5%,-2.5,-27.2%,18.2%,?,-6.2,-3.8%,?,-23.7%
CC(=O)c1cccc(-n2nnnc2SCC(=O)N2CCCC2)c1,1.4%,-3.5,0.8%,-0.2%,2.4%,-0.1,4.9%,4.3%,12.0%
Cc1cc2nc(SCC(=O)Nc3nonc3C)c3c(c2cc1C)CCCC3,12.0%,1.8,-7.8%,-3.1%,-3.1%,18.9,-0.8%,-3.9%,1.3%
COc1ccccc1C(=O)N1CCCC(c2nc(-c3cc(OC)c(OC)c(OC)c3)no2)C1 (stereo not given),16.4%,2.9,4.61µM*,-1.4%,-3.1%,7.3,6.2%,17.8%,-10.5%
COc1ccc2nccnc2c1[N+](=O)[O-],-0.5%,7.5,0.0%,-1.1%,15.2%,-7.9,8.9%,7.5%,5.2%
O=C(NCc1ccco1)/C(=C/c1ccc(Br)cc1)NC(=O)c1ccco1,7.4%,0.8,-29.9%,26.1%,11.9%,16.9,?,?,-18.8%
CCCNC(=O)C1CCCN(S(=O)(=O)c2ccc3c(c2)CC(C)N3C(=O)C2CC2)C1 (stereo not given),0.9%,-1.7,1.6%,-11.5%,4.8%,-8.4,10.1%,-3.8%,1.2%
COC(=O)C1OC(OC2CC[C@]3(C)C(CC[C@@]4(C)[C@@H]3CC=C3[C@@H]5CC(C)(C)CC[C@]5(C(=O)OC5OC(CO)C(O)C(O)C5O)CC[C@]34C)C2(C)C)C(O)C(O)C1O[C@H]1OCC(O)C(O)C1O (stereo not given in full),?,-18.8,-13.8%,-3.5%,0.0%,-56.3*,?,?,-1.4%
O=C1CNC(=O)N1Cc1ccc(Br)cc1,-2.6%,-4.9,-9.1%,-8.4%,-1.4%,-4.5,-0.3%,5.4%,1.8%

# An excerpt from above in order of number of heavy atoms, high to low.
SMILES,MCF10A rereplic,DRD3 agonist,KB-V1 cytotox,SW480 rereplic,KB-3-1 cytotox,IL1B secr inh,HT1080-NT tox,HT1080 IDH1KD tx,HEK293 tox
COc1ccccc1C(=O)N1CCCC(c2nc(-c3cc(OC)c(OC)c(OC)c3)no2)C1 (stereo not given),16.4%,2.9,4.61µM*,-1.4%,-3.1%,7.3,6.2%,17.8%,-10.5%
O=c1[nH]c2ccc(NCc3ccc(OCc4ccccc4Cl)cc3)cc2[nH]1,8.6%,3.7,2.2%,-14.2%,1.6%,-8.7,1.0%,1.1%,6.6%
O=C(NCc1ccco1)/C(=C/c1ccc(Br)cc1)NC(=O)c1ccco1,7.4%,0.8,-29.9%,26.1%,11.9%,16.9,?,?,-18.8%

# Next section.
SMILES,MCF10A rereplic,DRD3 agonist,KB-V1 cytotox,SW480 rereplic,KB-3-1 cytotox,IL1B secr inh,HT1080-NT tox,HT1080 IDH1KD tx,HEK293 tox
CCN(CC)S(=O)(=O)c1cccc(C(=O)Nc2ccc3c(c2)OCO3)c1,-23.8%,13.0,?,-8.6%[1.84 µM],-5.5%,-4.1,?,-21.3%,-0.4%
O=C(Cn1c(=O)cnc2ccccc21)NNC(=O)c1ccccc1Cl,-1.2%,-4.0,-1.9%,-6.3%,-4.5%,0.0,6.5%,3.3%,1.1%
CCCOC(=O)COC(=O)c1ccccc1NC(=O)c1ccccc1,1.3%,14.4,22.1%,-1.3%,22.1%,12.3,6.0%,12.2%,7.0%
Cc1cc(Cl)nc(-n2nc(C)cc2C)n1,3.3%,-25.3,13.0%,-5.5%,-2.6%,-5.5,12.6%,9.3%,-9.6%
CC(C)(O)[C@H](O)COc1c2ccoc2cc2oc(=O)ccc12,13.6%,4.7,16.0%,?,-0.1%,-8.2,-4.7%,1.9%,5.6%
CCCNC(=O)CSc1ccc(S(=O)(=O)N2CCCC2)cn1,0.2%,-4.4,-24.4%,22.7%,-10.8%,1.8,1.0%,4.4%,-7.6%
Cc1cc2oc3cc(NCCC4CCCN4C)ccc3c(=O)c2cc1C (stereo not given),16.4µM*,0.0,-9.9%,?,0.0%,-85.3*,?,?,-2.1%
COc1cccc(CNC(=O)c2ccc3nc[nH]c3c2)c1,5.8%,0.4,0.5%,-4.3%,2.4%,0.0,-1.6%,-1.6%,6.9%
COc1ccc(/C=N/NC(=O)CCc2n[nH]c(=O)[nH]c2=O)cc1OC,-1.6%,-7.6,-7.9%,.,21.9%,-1.4,1.5%,-5.6%,28.7%
COc1ccc(Cc2c(C3CCCCC3)nc3c(Cl)cc(C(F)(F)F)cn23)c(C)c1,.,2.4,-31.4%,.,-22.0%,1.3,?,?,-10.5%
COC(=O)c1ccccc1N1C(=O)C2C(C1=O)C1C=CC2C12CC2 (stereo not given),-3.6%,19.6,4.1%,-10.3%,3.8%,5.3,2.8%,2.7%,17.1%
CCOc1ccc(C2C(C#N)=C(N)Oc3cc(C)n(CCN(C)C)c(=O)c32)cc1OCC (stereo not given),12.1%,0.4,-2.4%,-4.0%,2.3%,-15.3,3.5%,0.9%,17.3%
CC(=O)C(Cc1ccccc1)NC(=O)COC(=O)c1ccc(-n2cnnn2)cc1 (stereo not given),1.8%,4.5,0.0%,-7.8%,-2.9%,1.9,4.9%,16.8%,-6.7%
CS(=O)(=O)N1CCC(Oc2ccccc2C(=O)N2CCNC(=O)C2)CC1,-3.8%,23.6,?,0.8%,13.1%,22.0,12.3%,24.1%,-12.2%
COc1cc(OC)cc(OCC(O)Cn2cnc(-c3ccccc3)c2)c1 (stereo not given),2.7%,-0.5,?,2.0%,6.5%,4.6,-4.7%,-3.6%,-6.7%
O=C1c2ccccc2C(=O)N1CCc1csc(-c2ccccc2)n1,?,-4.4,16.4µM*,12.3%,?,-19.4,-2.0%,-3.1%,3.1%
CC(=O)Nc1ccc(/C=C(\C#N)S(=O)(=O)c2ccc(C)cc2)cc1,-2.9%,2.4,?,-5.9%,-0.9%,-1.5,1.0%,9.8%,6.1%
CCOc1ccc(C(=O)NCCC(=O)N2CCC3(CC2)NCCc2[nH]cnc23)cc1OCC,2.2%,-0.7,2.3%,4.1%,-1.4%,-0.7,6.1%,9.7%,5.3%
COc1ccccc1CCNC(=O)Cn1ccc2cc(S(=O)(=O)N3CCC(C)CC3)ccc21,5.3%,-6.7,-9.5%,-12.2%,?,?,-18.2%,-4.2%,-11.9%
O=C(/C=C\Nc1ccc(Br)cc1)c1cccnc1,?,-2.0,-0.2%,-4.1%,4.8%,-2.1,-12.4%,-12.5%,-3.7%
COc1ccc(NC(=O)CCn2nnc(-c3ccc(C)cc3)n2)cc1OC,15.3%,4.3,?,-9.4%,-14.5%,-5.9,-28.3%,-28.1%,3.1%
O=C(CSc1nnc(COc2cccc3cccnc23)o1)N1CCN(C(=O)c2ccco2)CC1,-0.8%,-5.8,-10.6%,-2.6%,15.4%,1.5,7.9%,1.5%[9.24 µM],5.2%
COc1ccc(CN(C)C(=O)CCNS(=O)(=O)c2ccccc2)c(OC)c1,.,-1.7,3.1%,.,2.2%,-12.0,5.4%,4.2%,-14.9%
O=C(c1ccc([N+](=O)[O-])cc1)N1CCSC1c1ccccc1Cl (stereo not given),-12.5%,3.4,?,-1.0%,4.4%,-21.1,1.2%,7.8%,?
CNC(=S)N(CCc1c(C)[nH]c2ccccc12)Cc1ccco1,3.2%,-1.5,13.3%,-22.3%,16.1%,-10.0,-6.4%,-3.6%,-8.0%
Cc1ccc(C(=O)N2CC(=O)Nc3ccc(F)cc3C2c2ccccc2)cc1[N+](=O)[O-] (stereo not given),0.9%,-9.3,14.6µM*,0.7%,5.5%,0.0,-14.2%,-21.2%,-25.3%
CC1CCN(C(=O)Cn2c3ccc(F)cc3c3nc4n(c(=O)c32)CCCS4)CC1,-0.5%,0.1,0.0%,-13.9%,-1.9%,-4.4,4.7%,3.1%,-11.6%
CC(C(N)=O)N1C(=O)c2cccc3cccc1c23 (stereo not given),-4.4%,-15.7,0.3%,?,0.7%,-12.4,6.5%,0.7%,16.1%
CCN1CCN(c2nc3c(C)cccn3c(=O)c2/C=C(\C#N)C(=O)NC)CC1,5.8µM*,4.1,9.7%,6.5%,8.3%,-8.6,25.5%,19.4%,21.5%
COc1cc(OC)cc(C(=O)NC(C(=O)Nc2ccc3c(c2)CCC3)C(C)C)c1 (stereo not given),.,-7.9,10.2%,.,-6.3%,-14.7,-22.5%,-22.8%,-10.6%
Nc1cc(Oc2ccc(Cl)cc2Cl)nc(N)n1,6.6%,6.2,0.0%,15.9%,-2.1%,-14.7,-5.2%,-4.1%,3.3%
COc1ccc(C(=O)N[C@H](C(=O)N2CCN(c3ccccc3F)CC2)C(C)C)cc1,11.7%,3.5,-23.6%,-2.3%,-2.7%,-10.0,-1.1%,0.0%,-12.9%
CC1(C)Cc2c(cnn2-c2ccccc2)C(NC(=O)CCCN2CCCCC2=O)C1 (stereo not given),-8.9%,1.1,?,1.3%,0.0%,i,-0.4%,5.5%,-1.2%
CCN(CC)CCOc1ccccc1C(C)=O,-4.5%,-14.3,-1.1%,-15.7%,-4.2%,-27.8,0.7%,10.9%,1.7%
COc1ccc(CN(C)C(=O)C2CC(=O)N(c3ccc4c(c3)OCCO4)C2)cc1 (stereo not given),.,0.5,6.4%,.,2.6%,-29.2,4.5%,8.9%,-12.5%

# Assay outcomes (PubChem BioAssay)
